# Compound activity (PubChem BioAssay)
# AmpC inh no detg: AmpC beta-lactamase inhibition without detergent; AID 485341; Potency, µM (doses to about 57.1 µM), for inactives: at the highest dose activity change, negative = inhibition, most hits filed as inhibitors; 330,000 compounds, 0.52% hits; AmpC nitrocefin hydrolysis, absorbance 480 nm, 0.0001% Triton; P00811;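 note: potency is the fitted concentration of half-maximal effect; plate controls were no compound for no effect and no enzyme for full effect; nearly all actives have a fitted effect of over 20% in size; some results filed as inactive show a strong effect at the top dose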
# Target sequence (P00811 whole entry, looked up): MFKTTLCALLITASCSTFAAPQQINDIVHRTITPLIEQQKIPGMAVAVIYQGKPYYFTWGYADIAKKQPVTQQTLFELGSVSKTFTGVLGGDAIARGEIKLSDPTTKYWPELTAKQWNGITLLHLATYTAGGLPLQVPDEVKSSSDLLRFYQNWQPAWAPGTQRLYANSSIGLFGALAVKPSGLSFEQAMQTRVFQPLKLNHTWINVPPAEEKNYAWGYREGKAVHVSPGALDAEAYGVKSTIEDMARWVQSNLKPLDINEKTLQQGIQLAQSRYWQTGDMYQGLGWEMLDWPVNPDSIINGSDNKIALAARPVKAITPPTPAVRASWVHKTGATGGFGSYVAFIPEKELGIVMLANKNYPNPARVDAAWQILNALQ
#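 AmpC (5.3 nM in the dispensed reagent) in 20 mM phosphate pH 7.0 with 0.01% (detergent screen) or 0.0001% Triton X-100 was preincubated with compounds for 15 min at room temperature. Nitrocefin was then added from an 800 uM solution, and hydrolysis was followed at 480 nm.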
# AmpC inh detg: AmpC beta-lactamase inhibition with detergent present; AID 485294; AmpC hydrolysis of nitrocefin, absorbance 480 nm, 0.01% Triton; P00811; Potency, µM (series often up to 114 µM), for the others: top-dose activity change, negative = inhibition, hits mostly inhibitors; 370,000 compounds, 0.041% hits;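 note: potency is the fitted concentration of half-maximal effect; 0% = no-compound wells and -100% = no-enzyme wells; nearly all actives have a fitted effect of over 25% in size; some results filed as inactive show a strong effect at the top dose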
#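 20 mM phosphate pH 7.0 + 0.01% (detergent screen) or 0.0001% Triton X-100; 5.3 nM AmpC reagent; cpd preinc 15 min RT; nitrocefin (800 uM stock) to start; A480 q20 s × 4 min; Activity was normalised to no-enzyme and no-compound control wells.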
# Giardia FBPA inh: inhibitors of Giardia lamblia fructose-1,6-bisphosphate aldolase; A8B2U2; purified Giardia FBPA; Potency, µM (titrated, usually from 59.6 µM), inactives show at the highest dose activity, negative = inhibition, usual class: inhibitors; 290,000 compounds, 0.71% hits; AID 2451; note: potency is the fitted concentration of half-maximal effect; nearly all actives have a fitted effect of over 55% in size
# Target sequence (A8B2U2 whole entry, looked up): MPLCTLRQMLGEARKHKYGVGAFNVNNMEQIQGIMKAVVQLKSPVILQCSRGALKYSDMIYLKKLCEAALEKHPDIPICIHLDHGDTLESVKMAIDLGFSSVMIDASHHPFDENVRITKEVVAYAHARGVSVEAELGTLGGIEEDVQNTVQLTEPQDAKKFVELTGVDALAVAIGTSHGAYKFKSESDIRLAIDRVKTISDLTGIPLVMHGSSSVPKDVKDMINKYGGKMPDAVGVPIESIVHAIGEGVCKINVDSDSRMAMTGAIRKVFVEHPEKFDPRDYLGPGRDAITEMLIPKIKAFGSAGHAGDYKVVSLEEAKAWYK
#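 Giardia FBPA (40 nM reagent) was preincubated 10 min at RT with compound (up to 57.5 uM final), then substrate plus GAPDH/TPI/NAD/arsenate coupling system with diaphorase/resazurin was added; resorufin fluorescence (525/598 nm) was read after 20 min.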
# Sm TGR inh: S. mansoni TGR enzyme inhibition | Q962Y6 | Potency, µM (series often up to 114 µM), for the others: at the highest dose activity change, negative = inhibition, hits mostly inhibitors | AID 485364 | purified TGR, DTNB reduction, TNB absorbance 405 nm | 360,000 compounds, 3% hits; note: potency is the fitted concentration of half-maximal effect; nearly all actives have a fitted effect of over 60% in size
#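 TGR 20 nM + NADPH 100 uM (dispensed conc.), cpd preinc 15 min RT; start with NADPH (500 uM addition) then DTNB (15 mM addition). Kinetic TNB absorbance, 405 nm filter. Four-parameter Hill fit across titration.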
# HCMV antiviral: human cytomegalovirus inhibition; HFF cells, HCMV-luciferase reporter, 72 h; active compounds read low; activity change, negative = inhibition, % at 57.5 µM; 410,000 compounds, 4.5% hits; AID 1259415; in the data active = activity change below about -60%; inconclusive = no clear call, values can overlap the other calls; inactive = above about -39%
#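 Screen run at 2 compound doses on HFFs infected with reporter HCMV, MOI 1 PFU/cell. Luciferase activity from cell lysates at 72 h post infection gave inhibition relative to buffer-only and Salinomycin wells.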
# AMA1 RON2 block: inhibitors of Plasmodium falciparum AMA1-RON2 interaction; AlphaScreen AMA1-biotinylated RON2 peptide binding; 360,000 compounds, 0.2% hits; Potency, µM (top dose mostly 58.2 µM), for inactives: at the highest dose activity change, negative = inhibition, most hits filed as inhibitors;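 note: potency is the fitted concentration of half-maximal effect; 0% = vehicle wells and -100% = peptide control; nearly all actives have a fitted effect of over 45% in size; some results filed as inactive show a strong effect at the top dose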
#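 AMA1 (3D7) with his tag at 25 nM final met compounds first, then biotinylated RON2 peptide at 25 nM; detection used donor plus acceptor beads, 10 µg/mL apiece, read by AlphaScreen after 30 min at room temperature.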
# The depositor's hits bear a star; ? = inconclusive; . = no result given; & = joins results of further samples; [ ] = another dose, or the depositor's remark. Unless noted, calls come from the whole dose curve; as a rule, active = well fitted curve in the direction sought with a large enough effect; inconclusive = small, poorly fitted or top-dose-only effect, or another doubt; inactive = no such curve, though single readings can be large; an effect the other way counts as inactive or inconclusive. Unless noted, % is set by controls: 0 for no effect and ±100 for the full control effect. Hits appear at their usual frequency. Share with any hit: about 7.8%.
SMILES,AmpC inh no detg,AmpC inh detg,Giardia FBPA inh,Sm TGR inh,HCMV antiviral,AMA1 RON2 block
CCOC(=O)Cc1ccc(NC(=O)N2CCc3c(sc4c3CCCC4)C2c2ccc(F)cc2)cc1 (stereo not drawn),.,2%,.,6%,0,.
COCC(=O)NCc1ccc2c(c1)cc(C)n2C,7%,-3%,-23%,-1%,-27,-20%
COc1ccccc1OCc1ccc(C(=O)NN)o1,-13%,1%,1%,17%,13,2%
C/C(=N\NC(=O)c1nnn(-c2nonc2N)c1-c1cccs1)c1ccc(C)cc1,-26%,-1%,.,5%,0,-3%
COc1ccccc1C(=O)NCC(=O)OCc1ccc(Br)cc1,-8%,1%,-12%,-2%,-8,6%
CCCCCNC1=CC(=O)CC(c2ccccc2)C1 (stereo not drawn),-1%,?,-1%,-1%,20,-8%
Cc1ccc(NC(=O)C2CCN(C(=O)c3cnn(-c4ccccc4)c3-n3cccc3)CC2)cc1Cl,.,3%,.,-1%,-24,.
Cc1onc(-c2ccccc2Cl)c1C(=O)NCc1cccs1,-13%,10%,6%,8%,-8,-8%
COc1ccc(-c2csc(NC(=O)CC(C)C)n2)cc1,-17%,-1%,-9%,1%,-3,-1%
Cc1ccc(NC(=O)CC2Nc3ccccc3NC2=O)cc1Cl (stereo not drawn),-49%,?,-4%,0%,1,9%
Cc1cccc(NC(=S)N(Cc2ccco2)C(C)c2cccs2)c1 (stereo not drawn),-30%,-12%,-15%,1%,-21,14%
COc1ccc(CCNC(=O)c2ccc(-c3ccc([N+](=O)[O-])cc3Cl)o2)cc1,-29%,-12%,4%,-10%,-6,-14%
O=C(NC1CC1)C1=COCCO1,-10%,-4%,0%,0%,-21,1%
Cc1cc(=O)oc(C)c1C(=O)NCCc1ccccc1,1%,-20%,3%,5%,-6,-5%
COc1ccc(NC(=O)CSc2nnc(C3CC3)n2C)cc1S(=O)(=O)N1CCOCC1,-7%,-15%,.,-11%,0,-4%
COc1ccc(CCC(=O)NC2CCCc3ccccc32)cc1OC (stereo not drawn),2%,?,0%,-6%,24,-12%
O=C(COCc1cc(-c2ccc(F)cc2)on1)Nc1cccc(Cl)c1Cl,.,16%,.,-3%,5,.
COc1cccc(C(=O)N/N=C2\SCC(=O)N2Cc2ccc3c(c2)OCO3)c1,?,-3%,-4%,2%,-13,16%
COc1ccc2oc(C(=O)N(CC(C)C)C3CCS(=O)(=O)C3)c(C)c2c1 (stereo not drawn),17%,-6%,.,-13%,-29,4%
CC1CCN(C(=S)c2cn(Cc3ccc(F)cc3)c3ccccc23)CC1,-26%,5%,2%,2%,-34,-24%
CNS(=O)(=O)c1cn(CC(=O)N2CCN(c3ccc(OC)cc3)CC2)cc1S(=O)(=O)NC,.,19%,.,5%,?,.
O=C(NC1CCN(Cc2ccccc2)CC1)c1ccc(Cl)cc1Cl,-28%,-7%,8%,5%,-6,10%
CN(CC(=O)NCc1ccc(F)cc1)S(=O)(=O)c1ccc2c(c1)n(C)c(=O)c(=O)n2C,-4%,1%,.,4%,11,-4%
CCC(C)Nc1ncnc2c1cnn2Cc1ccc(Cl)cc1 (stereo not drawn),11%,-12%,-8%,-7%,-23,0%
Cc1nc2ccccc2c(=O)n1NC(=O)c1ccc([N+](=O)[O-])cc1Cl,-27%,1%,5%,12%,-24,7%
CCn1ncc(/C=N\NC(=O)c2csc3ccccc23)c1C,-37%,?,1%,15%,-5,5%
COc1ccc(C2CC(c3ccccc3)=NN2C(=O)COC(=O)c2cc(S(=O)(=O)N3CCOCC3)ccc2Cl)cc1 (stereo not drawn),33%,?,2%,-2%,-3,-9%
COc1ccc(CC(=O)Oc2cc(C)[nH]c(=O)c2[N+](=O)[O-])cc1,-4%,0%,5%,0%,-23,1%
COCCCn1nnnc1SCC(=O)N1CCN(C(=O)c2ccco2)CC1,11%,9%,7%,1%,-40,10%
Cc1ccc(NC(=O)c2cc(NC(=O)c3ccccc3C(=O)O)ccc2N2CCCCC2)cc1,0%,5%,-14%,.,?,-2%
Clc1ncnc2scc(C3COc4ccccc4O3)c12 (stereo not drawn),-27%,4%,7%,?,5,2%
CCCN(Cc1ccco1)S(=O)(=O)c1ccc(OC)c(OC)c1,-3%,4%,16%,-11%,-3,0%
Cc1c(C)c2c(OCC(=O)N3CCC(C(=O)NCC(C)C)CC3)cc3c(c2oc1=O)CCC(C)(C)O3,-1%,-5%,0%,6%,.,12%
COc1ccc2c(c1)OC(c1ccccc1)(C(F)(F)F)NC2=O (stereo not drawn),-18%,-5%,3%,2%,-14,6%
COC(=O)c1ccccc1NC(=O)Cn1cc(Br)cn1,-12%,5%,4%,-19%,-17,-4%
CCOC(=O)c1nc2ccccc2c(C)c1C,-17%,2%,-12%,4%,-29,-8%
O=c1c2cnn(-c3ccccc3)c2ncn1Cc1ccccc1F,-18%,-9%,1%,-7%,-26,-4%
Cc1nc(-c2ccc(NC(=O)c3ccco3)cc2)cs1,-11%,6%,2%,4%,-84*,3%
CCC(=O)N(CCC(c1ccccc1)c1ccc2c(c1)OCO2)Cc1ccc(OC(C)C)cc1 (stereo not drawn),.,-3%,.,1%,-8,.
CCCn1c(SCC(=O)N2c3ccccc3Sc3ccccc32)nc2ccccc21,-23%,-8%,0%,-5%,0,6%
O=C(O)c1ccc(Cl)c(S(=O)(=O)NCc2ccco2)c1,-12%,?,10%,?,-18,-7%
O=C(O)CCn1c(SCCOc2ccccc2)nc2ccccc21,-19%,-20%,7%,4%,-16,-3%
COc1cc(C2=NOC(C(=O)Nc3ccc4c(c3)OCO4)C2)cc(OC)c1OC (stereo not drawn),-16%,-3%,-3%,-10%,-8,42%[activator]
Cc1nc2ccc(S(=O)(=O)N(C)CC(=O)Nc3cccc(C(F)(F)F)c3)cc2s1,.,8%,.,-1%,20,.
CC1CCCC(C)N1/N=C/c1cccc(Br)c1 (stereo not drawn),-12%,0%,10%,-5%,-22,-15%

# 6 entries from above, with bars between the fields:
Molecule | AmpC inh no detg | AmpC inh detg | Giardia FBPA inh | Sm TGR inh | HCMV antiviral | AMA1 RON2 block
COC(=O)c1ccccc1NC(=O)Cn1cc(Br)cn1 | -12% | 5% | 4% | -19% | -17 | -4%
CCOC(=O)c1nc2ccccc2c(C)c1C | -17% | 2% | -12% | 4% | -29 | -8%
O=c1c2cnn(-c3ccccc3)c2ncn1Cc1ccccc1F | -18% | -9% | 1% | -7% | -26 | -4%
Cc1nc(-c2ccc(NC(=O)c3ccco3)cc2)cs1 | -11% | 6% | 2% | 4% | -84* | 3%
CCC(=O)N(CCC(c1ccccc1)c1ccc2c(c1)OCO2)Cc1ccc(OC(C)C)cc1 (stereo not drawn) | . | -3% | . | 1% | -8 | .
CCCn1c(SCC(=O)N2c3ccccc3Sc3ccccc32)nc2ccccc21 | -23% | -8% | 0% | -5% | 0 | 6%

# More results.
SMILES,AmpC inh no detg,AmpC inh detg,Giardia FBPA inh,Sm TGR inh,HCMV antiviral,AMA1 RON2 block
CCc1nc2c(n1O)CCc1nonc1-2,-18%,0%,-10%,10%,-9,-13%
Cc1ccccc1CC1C(=O)Nc2ccc(Br)cc21 (stereo not drawn),.,1%,.,-10%,?,.
C/C(=N\NC(=O)c1ccn(C)n1)c1ccc(NC(=O)c2cccc(F)c2)cc1,-6%,2%,.,0%,77,3%
CC(=O)NS(=O)(=O)c1ccc(NC(=O)c2cccc(OCc3c(C)noc3C)c2)cc1,-27%,1%,.,-12%,4,-8%
O=C(Nc1nc(-c2ccccn2)cs1)c1ccco1,-20%,5%,16µM*,32µM*,-13,-59%
CSc1nc(C)c(CCOC(=O)c2cccc(C)c2)c(=O)[nH]1,-21%,-8%,1%,-20%,12,-1%
Cc1ccc(/C=C2/SC(=S)N(CC(=O)Nc3ncc(Cc4ccc(C)cc4)s3)C2=O)cc1,-29%,?,4%,-2%,-19,29%
CC(C)c1ccc(C(O)P(=O)(OC2CCCCC2)OC2CCCCC2)cc1 (stereo not drawn),124%[activator],0%,-2%,8%,?,0%
CCCCN1CC(c2nc3ccccc3n2CCCCOc2ccc(C)c(C)c2)CC1=O (stereo not drawn),.,17%,.,1%,0,.
COc1cccc(CNC(=O)Cc2c(C(=O)O)c(C)cn2C)c1,.,9%,.,6%,19,.
O=C(CN1C(=O)CCC1=O)Nc1ccc(Cc2ccc(NC(=O)CN3C(=O)CCC3=O)cc2)cc1,26%,-10%,3%,0%,-23,3%
CCN(Cc1cnn(C)c1)C(=O)c1cc(COc2cc(C)c(Cl)c(C)c2)on1,157%[activator],-10%,-5%,-18%,-11,6%
CCc1ccc(NC(=O)N(C2CCC(C)CC2)C2CCN(C(C)=O)CC2)cc1 (stereo not drawn),-5%,?,-20%,-9%,-18,24%
O=C(C[C@H]1C[C@H](C(=O)N2CCOCC2)[C@@]2(CCC3CCCC3)c3[nH]c4cc(-c5ccco5)ccc4c3CCN2C1=O)NCc1cccc(C(F)(F)F)c1,49%,.,.,.,-20,?
NCCn1c(-c2ccccc2)cc(C(=O)O)c1-c1ccccc1F,-10%,?,14%,-22%,6,0%
Fc1ccc(Nc2nc(-c3ccncc3)nc3ccccc23)cc1,-17%,?,4%,-3%,27,-22%
O=C(CSc1ccccc1)N1CCC(N2CCC(C(=O)N3CCCC3)CC2)CC1,13%,3%,0%,-11%,20,23%
COC(=O)[C@H](C)NC(=O)Nc1ccc(OC(F)(F)F)cc1,-10%,-4%,0%,?,-22,-8%
CCCCCCCC(=O)C(C)C(=O)N(C)[C@H](Cc1ccc(OC)cc1)C(=O)N(C)[C@H](C(N)=O)C(C)C (stereo partly drawn),203%[activator],.,.,.,15,11%
CN(C)CCNC(=O)Nc1ccc(F)cc1F,-12%,-8%,4%,31%,-11,11%
CC(C)Oc1ccc(Oc2ccc(C(F)(F)F)cn2)cc1,-20%,2%,-4%,7%,-3,-4%
Cc1cc(-n2c(C)cc(C(=O)COc3ccc([N+](=O)[O-])cc3)c2C)no1,-13%,3%,-7%,2%,-39,-4%
O=C(c1ccc(Cl)cc1)c1cnc2ccccn12,1%,?,5%,-30%,51,0%
COc1ccc(CNC(=O)CN(C)S(=O)(=O)c2ccccc2)cc1,-1%,-11%,2%,2%,-13,21%
CCOc1ccc(NC(=O)c2ccc(CN3C(=O)C(C)=C(c4ccc(C)cc4)S3(=O)=O)cc2)cc1,.,25%,.,-9%,-6,.
Cc1nc(Nc2ccccc2F)c2oc3ccccc3c2n1,0%,-2%,14%,-4%,49,-1%
CC1CCN(CC[C@H]2CCCN2S(=O)(=O)c2cccc(O)c2)CC1,-25%,-1%,-1%&0%,-16%,-24,5%
O=C(O)c1ccccc1-c1noc(-c2ccccc2F)n1,-15%,1%,.,-2%,.,.
